# TCR activator – activators of T cell receptors; primary human leukocytes, anti-CD3, IL-2 HTRF, 48 h; Potency, µM (highest dose often 9.22 µM), for the others: top-dose activation of IL-2 secretion, most hits filed as activators; 330,000 tested, under 10 active; AID 504894; further: % of control where 0% means no effect
#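 Using a-CD3 beads without co-stimulation, primary human leukocytes were exposed to compounds for 48 hr. An HTRF IL-2 kit measured the cytokine, with europium-to-d2 energy transfer producing emission at 665nm upon 320nm excitation.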
# TRPV1 ag – human TRPV1 agonism; TRPV1-expressing cells, Fluo-8 calcium influx, agonist mode; hit rate 0.19% among 320,000; activation, % at 8.33 µM; AID 540275; Q8NER1; in the data active means activation above about 80%; inconclusive means between about 30% and that limit; further: 0% is about no effect
# Target sequence (Q8NER1 whole entry, looked up): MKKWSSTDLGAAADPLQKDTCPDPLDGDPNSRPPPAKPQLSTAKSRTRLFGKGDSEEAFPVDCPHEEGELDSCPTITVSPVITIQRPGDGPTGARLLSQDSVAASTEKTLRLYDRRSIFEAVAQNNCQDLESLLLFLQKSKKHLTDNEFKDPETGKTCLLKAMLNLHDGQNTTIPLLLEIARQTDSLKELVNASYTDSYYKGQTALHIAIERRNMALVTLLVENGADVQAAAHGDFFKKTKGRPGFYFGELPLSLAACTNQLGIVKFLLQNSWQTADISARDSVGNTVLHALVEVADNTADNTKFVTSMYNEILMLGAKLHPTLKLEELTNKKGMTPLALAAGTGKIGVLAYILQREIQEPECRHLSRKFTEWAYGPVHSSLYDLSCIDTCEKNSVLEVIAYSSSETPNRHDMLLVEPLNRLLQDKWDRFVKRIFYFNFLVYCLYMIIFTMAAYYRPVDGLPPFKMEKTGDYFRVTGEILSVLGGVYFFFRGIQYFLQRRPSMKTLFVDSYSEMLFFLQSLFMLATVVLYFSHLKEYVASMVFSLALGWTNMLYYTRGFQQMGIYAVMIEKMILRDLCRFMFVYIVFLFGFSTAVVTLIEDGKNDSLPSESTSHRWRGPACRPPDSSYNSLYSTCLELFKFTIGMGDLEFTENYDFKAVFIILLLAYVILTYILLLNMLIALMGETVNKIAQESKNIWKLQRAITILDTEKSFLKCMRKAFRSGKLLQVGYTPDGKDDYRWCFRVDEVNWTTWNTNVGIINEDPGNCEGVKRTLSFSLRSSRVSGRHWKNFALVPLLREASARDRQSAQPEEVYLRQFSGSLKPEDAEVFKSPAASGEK
#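 Fluo-8 calcium influx in TRPV1-expressing cells, kinetic read (ex 480/em 520 nm). Compound added and read 3 min for agonist activity, followed by capsaicin at EC20 final and 2 min further read for enhancement.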
# KCNH2 WT inh – blocks the wildtype human KCNH2 potassium channel | Q12809 | hit rate 0.37% among 340,000 | U2OS, BacMam KCNH2, thallium flux FluxOr; active compounds read low | activity change, % at 1.84 µM | AID 720551;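 active means maximum activity change below -70%; inconclusive means maximum activity change between -70% and -50%; inactive means maximum activity change above -50%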; further: on the % scale 0 is the no-effect control and ±100 the full control effect
#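 U2OS cells transduced with wild-type KCNH2 virus are loaded with FluxOr dye for 45 min, and thallium flux is measured in kinetic reads before and after stimulation buffer. Rate constants are normalized to DMSO controls.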
# Mito fusion act – inhibitors of mitochondrial division or activators of mitochondrial fusion. Potency, µM (series often up to 46.1 µM), inactives show at the highest dose growth rescue (activation), usual class: activators. hit rate 0.23% among 320,000. S. cerevisiae fusion-defective mutant growth rescue, CellTiterGlo 48 h;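 further: potency means the concentration at half of the fitted maximal effect; % of control where 0% means no effect; nearly all actives have a fitted effect of over 45% in size; temperature-sensitive fusion mutants such as fzo1-1 at 37 °C on non-fermentable ethanol glycerol medium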
#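 Growth-rescue viability read-out: after 48 h at the non-permissive 37C in glycerol/ethanol YPEG, yeast mitochondrial fusion mutants are measured by CellTiterGlo luminescence; compounds (23 nl pinned per well) restoring growth score as division inhibitors or fusion activators.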
# Active calls of the source: *; ? = inconclusive; · = no result given. Unless noted, the call rests on the fitted dose curve; in most records, active means well fitted curve in the direction sought with a large enough effect; inconclusive means small, poorly fitted or top-dose-only effect, or another doubt; inactive means no such curve, though single readings can be large; an effect the other way counts as inactive or inconclusive. Not all compounds are listed, so the mix of outcomes need not match the whole.
1. COc1ccc(C2C=C(c3ccc(Br)cc3)Nc3nnnn32)c(OC)c1 (stereo not given)
2. COc1ccccc1N1CCN(CC(O)COc2ccc(C)cc2C(C)(C)C)CC1 (stereo not given)
3. CCOC(=O)c1ccc(N2C(=O)c3n[nH]c(-c4cccs4)c3C2c2ccc(CC)cc2)cc1 (stereo not given)
4. c1coc(-c2nc3cc4ccccc4cc3nc2-c2ccco2)c1
5. O=C(Cn1c(=O)n(Cc2ccc(C(=O)NCc3ccc4c(c3)OCO4)cc2)c(=O)c2ccccc21)Nc1ccc(F)cc1F
6. COC(=O)C(Cc1c[nH]c2ccccc12)NC(=O)COc1ccc(Cl)cc1Cl (stereo not given)
7. Cc1c(C(=O)N(C)C)sc2c1c(=O)n(-c1ccc(Cl)c(Cl)c1)c(=O)n2CC(=O)Nc1ccc(Br)cc1F
8. O=C1CC(c2ccccc2)Cc2[nH]c(=O)c(-c3nc(-c4ccc(F)cc4)cs3)cc21 (stereo not given)
assay / entry | 1 | 2 | 3 | 4 | 5 | 6 | 7 | 8
TCR activator | · | · | · | · | · | · | · | ·
TRPV1 ag | -3 | 4 | 4 | -1 | 5 | ? | -1 | -2
KCNH2 WT inh | · | · | · | · | · | · | · | ·
Mito fusion act | · | · | · | · | · | · | · | ·

9. CC(=O)N1CCc2c(sc(NC(=O)CSc3ccccc3)c2-c2nc3ccccc3s2)C1
10. Cc1ccc(-c2c(C(=O)NCCc3ccccc3)oc(=O)c3ccccc23)cc1
11. O=C(Cn1c(=O)n(Cc2ccc(F)cc2)c(=O)c2sc3ccccc3c21)Nc1ccc(F)cc1F
12. Cc1nnc(SCC(=O)NCc2ccccc2F)c2nn(-c3ccc(Cl)cc3)c(C)c12
13. O=S(=O)(O)c1cccc2cccnc12
14. Cc1ccc(NCc2cc3cc4c(cc3n(CC(=O)Nc3ccc(C)cc3)c2=O)OCCO4)cc1
15. COc1ccc(NC(=O)CCCS(=O)(=O)c2nc(-c3ccc(OC)c(OC)c3)cc(C(F)(F)F)n2)cc1OC
16. CC1CCN(c2ccc(-c3nc(-c4ccccc4)no3)cc2[N+](=O)[O-])CC1
assay / entry | 9 | 10 | 11 | 12 | 13 | 14 | 15 | 16
TCR activator | · | · | · | · | · | · | · | ·
TRPV1 ag | 20 | 13 | -6 | -5 | 3 | 1 | 12 | -2
KCNH2 WT inh | · | · | · | · | · | · | · | ·
Mito fusion act | · | · | · | · | · | · | · | ·

17. Cc1ccc(C)c(-c2csc(-c3c(N)c(C(=O)c4ccc5c(c4)OCO5)n4ccccc34)n2)c1
18. CC(C)c1ccc(NS(=O)(=O)c2ccc3[nH]cc(C(=O)NCCc4ccccc4)c(=O)c3c2)cc1
19. O=S(=O)(Nc1c(Br)cc(Br)c2cccnc12)C1CC1
20. N=c1ccn2c(n1)OC1C(O)[C@@H](CO)O[C@H]12 (stereo not given in full)
21. CCN(Cc1ccccc1)c1nc2c(S(=O)(=O)c3ccccc3)nnn2c2ccc(Cl)cc12
22. CCCS(=O)(=O)c1ncc(Cl)c(C(=O)N(Cc2ccccc2)Cc2ccco2)n1
23. Cc1ccc(-n2nc3c(=O)n(CCCC(=O)NCCc4ccccc4Cl)nc(C)c3c2C)cc1
24. Cc1cccc(NC(=O)c2c(NC(=O)c3ccccc3)sc3c2CCCC3)c1
assay / entry | 17 | 18 | 19 | 20 | 21 | 22 | 23 | 24
TCR activator | · | · | · | · | · | · | · | ·
TRPV1 ag | 24 | -2 | -7 | 3 | 2 | 4 | -3 | 4
KCNH2 WT inh | · | · | · | · | · | · | · | ·
Mito fusion act | · | · | · | · | · | · | · | ·

25. CCN(c1ccccc1)S(=O)(=O)c1c(-c2ccc(C)cc2)csc1C(=O)OC
26. COc1ccc(C(=O)NC(c2ccccc2Cl)c2cc(Cl)c3cccnc3c2O)cc1 (stereo not given)
27. O=S1(=O)c2ccccc2N=NN1Cc1cc(Cl)cc(Cl)c1
28. CN(CCc1ccccc1)C(=O)c1ccc(NC(=O)Cc2cccc(NC(=O)C3CCN(C(=O)C4CCC4)CC3)c2)cc1
29. COc1ccc(-c2cc(=O)c3c(O)c(OC)c(OC)c(OC)c3o2)cc1
30. O=C1C=CC2C3C(=O)N(c4ccccc4)C(=O)C3C1N2Cc1ccccc1 (stereo not given)
31. NC(CSC(c1ccccc1)(c1ccccc1)c1ccccc1)C(=O)O (stereo not given)
32. COc1ccc(-c2nc3c(C(=O)NCCN(C)C)cccc3c3ccccc23)cc1
assay / entry | 25 | 26 | 27 | 28 | 29 | 30 | 31 | 32
TCR activator | · | · | · | 3% | -7% | -5% | -8% | -11%
TRPV1 ag | 7 | 4 | 1 | · | · | · | · | ·
KCNH2 WT inh | · | · | · | 5 | -8 | 17 | -27 | -6
Mito fusion act | · | · | 4% | · | · | · | · | ·

33. COc1ccccc1-c1cccc([C@@H]2C[C@H]3[C@H](CON3C)CN2C(=O)CCc2ccccc2)c1
34. O=[N+]([O-])c1ccc(CS(=O)c2ccccc2)cc1 (stereo not given)
35. COc1cccc(C=C2SC(=S)NC2=O)c1
36. O=C1CCCCC1Nc1ccc(Cl)cc1 (stereo not given)
37. c1nc(SSc2ncnc3nc[nH]c23)c2[nH]cnc2n1
38. Oc1ccc(C=NNC(=S)Nc2cccnc2)nc1
39. CCC(C)n1c(C)cc(=O)n1C(C)CC (stereo not given)
40. O=C(NNC(=O)c1ccncc1)Nc1ccc(Cl)cc1
assay / entry | 33 | 34 | 35 | 36 | 37 | 38 | 39 | 40
TCR activator | -2% | -4% | 0% | -13% | 0% | -3% | -2% | 2%
TRPV1 ag | · | · | · | · | · | · | · | ·
KCNH2 WT inh | -9 | -2 | -3 | 13 | 18 | -16 | 23 | 16
Mito fusion act | · | · | · | · | · | · | · | ·

# An excerpt from above in order of length of the SMILES, descending.
37. c1nc(SSc2ncnc3nc[nH]c23)c2[nH]cnc2n1
38. Oc1ccc(C=NNC(=S)Nc2cccnc2)nc1
39. CCC(C)n1c(C)cc(=O)n1C(C)CC (stereo not given)
assay / entry | 37 | 38 | 39
TCR activator | 0% | -3% | -2%
TRPV1 ag | · | · | ·
KCNH2 WT inh | 18 | -16 | 23
Mito fusion act | · | · | ·

# (cont.)
41. CC(=O)C1(O)CCC2C3CCC4CC(=O)CCC4(C)C3C(=O)CC21C (stereo not given)
42. O=c1cc2c(c(-c3ccccc3)n1Cc1ccccc1)[C@@H](CCO)NC2
43. C[C@H](O)[C@@H]1C(=O)N2CCc3ccc(-c4ccccc4)cc3[C@@H]2C[C@@H]1N(C)C(=O)Nc1cc(Cl)cc(Cl)c1
44. CC1(C)OC2OC3C(CNCCO)OC(c4ccccc4)OC3C2O1 (stereo not given)
45. O=c1[nH]c2c(c(=O)[nH]1)CCCCCC2
46. CCS(=O)(=O)c1ccc(C=NNc2nc3ccccc3o2)cc1
47. COc1cccc(CN(c2ccccc2C(=O)O)S(=O)(=O)c2ccc(C)cc2)c1
48. COc1ccc(Cl)cc1C=CC=Nc1ccccc1O
assay / entry | 41 | 42 | 43 | 44 | 45 | 46 | 47 | 48
TCR activator | -6% | -3% | 6% | 7% | -3% | -2% | 0% | -4%
TRPV1 ag | · | · | · | · | · | · | · | ·
KCNH2 WT inh | -1 | -5 | -2 | 11 | 1 | -5 | 21 | -10
Mito fusion act | · | · | · | · | · | · | · | ·

# In another format: entries from further up.
44. CC1(C)OC2OC3C(CNCCO)OC(c4ccccc4)OC3C2O1 (stereo not given)
  TCR activator: 7%	TRPV1 ag: ·	KCNH2 WT inh: 11	Mito fusion act: ·

45. O=c1[nH]c2c(c(=O)[nH]1)CCCCCC2
  TCR activator: -3%	TRPV1 ag: ·	KCNH2 WT inh: 1	Mito fusion act: ·

# Other entries:
49. COC1=CC(=O)C(C2CC(=O)c3c(O)cc(O)cc3O2)=CC1=O (stereo not given)
50. S=c1[nH]c2ccccc2n1CCc1ccncc1
51. Nc1ccc2c(c1)-c1ccc(F)cc1C2=O
52. Cc1cc(-c2nc3ccccc3s2)ccc1N
53. CC1=CC2C(C(O)CC3(C)C2CC(C)C32OCOC23COCO3)C2(C)C/C(=C\O)C(=O)C=C12 (stereo not given)
54. Cc1ccc(Nc2n[nH]c(=S)s2)cc1F
55. Cn1c(=O)c2c(nc(C(O)c3ccccc3)n2C)n(C)c1=O (stereo not given)
56. c1ccc(C2NCCNC2c2ccccc2)cc1 (stereo not given)
assay / entry | 49 | 50 | 51 | 52 | 53 | 54 | 55 | 56
TCR activator | 0% | -2% | 3% | -9% | -7% | -2% | -5% | 7%
TRPV1 ag | · | · | · | · | · | · | · | ·
KCNH2 WT inh | -31 | 39 | 20 | 12 | -5 | -7 | 2 | 1
Mito fusion act | · | · | · | · | · | · | · | ·

57. Cc1ccc2c(C)nc(Nc3ncc4c(n3)CCCC4=O)nc2c1
58. Cc1ccc(S(=O)(=O)NC2(C(=O)O)CCCC2)cc1
59. CCOC(=O)C(CC)Sc1nnc2cc(C)c3ccccc3n12 (stereo not given)
60. COc1cccc(-c2nnc(-c3ccc4ccccc4c3)o2)c1
61. COC1=C(N)C(=O)c2nc(C)ccc2C1=O
62. COc1ccccc1N1CC(C(=O)Nc2nnc(SCC(=O)N3CCCC3)s2)CC1=O (stereo not given)
63. CCOC(=O)C1=CN(CC)CCC1=O
64. CCC1(CC)CNC(=O)NC1=O
assay / entry | 57 | 58 | 59 | 60 | 61 | 62 | 63 | 64
TCR activator | -1% | 0% | 3% | 2% | 2% | 1% | -18% | 2%
TRPV1 ag | · | · | · | · | · | · | · | ·
KCNH2 WT inh | -1 | -8 | 4 | 15 | -12 | -8 | -1 | -2
Mito fusion act | · | · | · | · | · | · | · | ·

65. O=C(Nc1cccc(C(=O)N2CCCC2)c1)C1CCCC1
66. CN(CCc1ccccc1)C(=O)c1cccc(NC(=O)Cc2cccc(NC(=O)C3CCCN(C(=O)C4CCC4)C3)c2)c1 (stereo not given)
67. N#C/C(=C/C1=C(N2CCOCC2)C(=C/c2ccc(Cl)cc2)/CC1)C(=O)Nc1ccccc1F
68. O=C(O)c1cc(N2CCCCC2)ccn1
69. CN(CCc1ccccc1)C(=O)c1ccc(NC(=O)Cc2ccc(NC(=O)C3CCN(C(=O)C4CCC4)CC3)cc2)cc1
70. O=C(NC1CCCCC1c1ccccc1)c1ccccc1 (stereo not given)
71. NC(=S)NN=C(c1ccc(Br)cc1)C1CC1
72. COC(C(=O)Nc1ccc(F)c(F)c1)c1ccccc1 (stereo not given)
assay / entry | 65 | 66 | 67 | 68 | 69 | 70 | 71 | 72
TCR activator | 4% | -4% | 1% | -3% | -3% | 3% | 3% | -1%
TRPV1 ag | · | · | · | · | · | · | · | ·
KCNH2 WT inh | -4 | -5 | 2 | -7 | 3 | -8 | -2 | 2
Mito fusion act | · | · | · | · | · | · | · | ·

73. CCOC(=O)N(O)c1ccc(C=Cc2ccccc2)cc1
74. CC1(C)CC=CC(COC(=O)c2ccccc2C(=O)O)C1 (stereo not given)
75. CCC1c2ccccc2C(=O)C1C(N)=O (stereo not given)
76. CN(C)c1ccc(C(c2ccc(N(C)C)cc2)C(O)c2ccccc2)cc1 (stereo not given)
77. Cc1cc([N+](=O)[O-])ccc1P(=O)(O)c1ccc([N+](=O)[O-])cc1C
78. O=C(C=Cc1ccccc1)NCCNC(=O)C=Cc1ccccc1
79. COc1cccc(C2c3cc4c(cc3OC(N3CCCC3)C2C)OCO4)c1O (stereo not given)
80. COC(=O)c1cc2c(n1S(=O)(=O)c1ccc(C)cc1)C(=O)C(=O)c1[nH]cc(C(=O)OCc3ccccc3)c1-2
81. CCOC(=O)c1cc2c(c(CCO)n1)[C@@H](CCO)N(S(=O)(=O)C(C)(C)C)C2
82. CN(C)c1ccc(/C=C2/C[N+](C)(C)C/C(=C/c3ccc(N(C)C)cc3)C2=O)cc1
83. CCOC(=O)C(=O)NC1CC=CCC1c1ccc2c(c1)OCO2 (stereo not given)
assay / entry | 73 | 74 | 75 | 76 | 77 | 78 | 79 | 80 | 81 | 82 | 83
TCR activator | 3% | -3% | 1% | 6% | -1% | 2% | -17% | -14% | 3% | 7% | -1%
TRPV1 ag | · | · | · | · | · | · | · | · | · | · | ·
KCNH2 WT inh | 8 | 3 | -19 | 28 | -4 | 5 | -11 | -21 | 3 | 45 | -29
Mito fusion act | · | · | · | · | · | · | · | · | · | · | ·
